Screening results as filed in PubChem.
APOBEC3A inh: blocks human APOBEC3A ssDNA deamination; 330,000 tested, 0.41% active; AID 493011; recombinant A3A, FAM/TAMRA ssDNA deamination fluorescence; inhibition, % at 20 µM;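 active means at least 40% inhibition at 20 µM here, with at most 30% in a related deaminase screen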;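 further: plate controls were A3A with DMSO for no effect and wells lacking A3A enzyme for full effect; some results filed as inactive read as strong as hits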
Target sequence (P31941 whole entry, looked up): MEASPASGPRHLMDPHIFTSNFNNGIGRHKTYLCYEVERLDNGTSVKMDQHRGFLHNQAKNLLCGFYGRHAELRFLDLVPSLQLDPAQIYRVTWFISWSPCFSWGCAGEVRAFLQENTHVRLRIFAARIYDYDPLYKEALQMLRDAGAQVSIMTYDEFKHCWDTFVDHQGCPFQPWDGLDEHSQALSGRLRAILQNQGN
MIN6 prolif: MIN6 beta-cell proliferation induction; MIN6 cells proliferation, ATPlite luminescence, 48 h; cells starved in 0.2% serum; 100% = growth in 10% serum; proliferation, % at 10 µM; 330,000 tested, 0.29% active;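 active means compounds whose signal lies at least 3.5 SD above the mean of all wells on their plate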;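 further: 0% = DMSO-treated cells in low-serum medium and 100% = 10% serum control; some compounds called inactive have numbers as strong as hits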
mIAP inh: mouse IAP inhibition | purified mouse IAP, CDP-Star luminescence, 30 min | inhibition, % at 10 µM | 330,000 tested, 0.2% active | AID 2806;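 active means inhibition of at least 40% at 10 µM in the primary screen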;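 further: plate controls were DMSO with enzyme for no effect and no enzyme wells for full effect; values of inactives mirror those of a sister screen read the other way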
TIM10 inh: growth inhibitors of TIM10 yeast strain; S. cerevisiae TIM10 strain growth, BacTiter-Glo luminescence, 24 h; inhibition, % at 10 µM; 330,000 tested, 1.4% active; AID 463195;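 active means inhibition of 40% or more at the single tested concentration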;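 further: wild-type TIM10 isogenic control strain grown at permissive 25 °C; 0% = DMSO yeast wells and 100% = minimal medium wells without yeast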
tim10-1 inh: inhibits growth of tim10-1 mutant yeast | S. cerevisiae tim10-1 ts strain growth, BacTiter-Glo, 24 h | inhibition, % at 20 µM | 330,000 tested, 2.2% active | AID 463190;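 active means inhibition of at least 40%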;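 further: mutant grown at 25 °C; 0% = DMSO wells with yeast and 100% = wells holding no yeast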
hIAP block: human IAP inhibition. P09923. purified IAP, CDP-Star luminescence, 30 min. inhibition, % at 10 µM. 330,000 tested, 0.12% active. AID 2544;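 active means inhibition reaching a set limit with compound at 10 µM in the primary screen, cut at about 35% in these data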;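 further: plate controls were DMSO wells with enzyme for no effect and no-enzyme buffer wells for full effect; values of inactives mirror those of a sister screen read the other way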
Target sequence (P09923 whole entry, looked up): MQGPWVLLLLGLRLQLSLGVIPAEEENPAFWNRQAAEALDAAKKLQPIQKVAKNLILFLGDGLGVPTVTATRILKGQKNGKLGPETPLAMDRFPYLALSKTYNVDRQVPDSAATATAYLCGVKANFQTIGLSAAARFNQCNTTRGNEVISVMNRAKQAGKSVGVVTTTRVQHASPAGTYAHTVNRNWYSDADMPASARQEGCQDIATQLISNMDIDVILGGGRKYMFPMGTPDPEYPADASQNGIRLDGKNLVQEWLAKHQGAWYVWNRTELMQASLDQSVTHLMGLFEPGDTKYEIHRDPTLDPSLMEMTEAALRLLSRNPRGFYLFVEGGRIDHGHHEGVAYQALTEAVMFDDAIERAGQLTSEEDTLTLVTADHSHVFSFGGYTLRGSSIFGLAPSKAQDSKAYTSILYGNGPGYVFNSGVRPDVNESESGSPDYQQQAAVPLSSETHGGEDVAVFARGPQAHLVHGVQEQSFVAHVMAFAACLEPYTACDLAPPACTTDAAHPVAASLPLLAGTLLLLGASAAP
NLRP3 yeast inh: blocks the NALP3 inflammasome reconstituted in yeast; Yeast reconstituted NLRP3/ASC/caspase-1, beta-gal luminescence, 24 h; 330,000 tested, 0.39% active; inhibition, % at 10 µM; AID 2825;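 active means inhibition of 50% or more; inactive means inhibition below 50%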;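 further: plate controls were induced DMSO wells for no effect and uninduced yeast grown without galactose for full effect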
mIAP act: increases mouse intestinal alkaline phosphatase activity; 330,000 tested, 0.24% active; activation factor at 10 µM; muIAP, CDP-Star luminescence, 30 min; stronger effect = higher value; 1 = vehicle-only enzyme signal, 0 = enzyme-free wells;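 active means activation factor of at least 2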; further: the source names both 10 and 20 µM as test concentration; values of inactives mirror those of a sister screen read the other way
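Assay system: mouse IAP enzyme / Compound: DMSO-dissolved test compounds / Timing: 30 min, room temperature / Measured by: luminescence from enzymatic CDP-Star hydrolysis / Control set: DMSO-only wells, enzyme-free buffer wells as negative control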
A3G deaminase: inhibitors of human APOBEC3G DNA deaminase. Q9HC16. recombinant A3G, ssDNA deamination FAM/TAMRA fluorescence. inhibition, % at 20 µM. 330,000 tested, 0.28% active. AID 493012;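 active means inhibition of at least 40% at 20 µM, with no more than 30% in the related APOBEC3A deaminase screen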;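 further: plate controls were DMSO wells with A3G for no effect and wells lacking A3G enzyme for full effect; some compounds called inactive have numbers as strong as hits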
Target sequence (Q9HC16 whole entry, looked up): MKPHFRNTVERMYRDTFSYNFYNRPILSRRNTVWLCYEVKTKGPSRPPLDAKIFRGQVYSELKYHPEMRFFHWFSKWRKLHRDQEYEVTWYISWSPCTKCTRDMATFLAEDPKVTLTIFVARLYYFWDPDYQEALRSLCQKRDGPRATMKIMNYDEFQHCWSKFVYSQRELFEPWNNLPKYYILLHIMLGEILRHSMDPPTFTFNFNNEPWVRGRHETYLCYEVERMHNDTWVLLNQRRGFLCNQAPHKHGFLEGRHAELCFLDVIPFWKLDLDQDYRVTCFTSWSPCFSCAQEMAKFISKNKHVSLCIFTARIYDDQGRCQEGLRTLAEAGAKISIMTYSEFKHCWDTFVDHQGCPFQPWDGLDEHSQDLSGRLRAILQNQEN
Active calls of the source: *.

SMILES	hIAP block	tim10-1 inh	NLRP3 yeast inh	A3G deaminase	MIN6 prolif	mIAP act	TIM10 inh	APOBEC3A inh	mIAP inh
COc1cccc(Oc2ccc(C(F)(F)F)cc2NC(=O)CN2C(=O)NC3(CCCC3)C2=O)c1	-14	11	-13	-10	-5	1.2	18	-2	-16
COc1cc(OC)c(NC(C)C(=O)NCc2ccccc2)cc1Cl (stereo not given)	7	-46	15	-3	1	0.97	-109	0	3
S=c1[nH]nc(-c2cccnc2)n1/N=C/C(Cl)=C\c1ccccc1	-2	42*	3	18	0	0.95	13	1	5
Cc1ccccc1C(=O)Nc1ccc(-c2nnc(SC(C)C(=O)O)n2C)cc1 (stereo not given)	13	10	-8	-5	2	0.97	1	-1	3
CCCCCCCCCCCCOC1OC(CO)C(O)C(O)C1NC(C)=O (stereo not given)	-2	12	4	-2	-2	1	20	0	-1
CCOC(=O)c1sc(N)c(C#N)c1COC(=O)C1=COCCO1	-2	9	2	-3	-2	1.1	7	4	-8
CC(C)(C)c1nc2ccccc2[nH]1	6	14	-17	-4	2	1	4	-2	-1
CC[C@]12c3[nH]c4ccccc4c3CCN1C(=O)C(CC(=O)NCCCn1ccnc1)C[C@@H]2C(=O)N1CCN(C(=O)C2CC2)CC1 (stereo not given in full)	-1	6	5	-3	2	1	6	-3	0
Cc1ccccc1OCCCC(=O)Nc1ccc(N2CCOCC2)cc1	-26	5	22	-6	-2	1	-14	-10	0
CCOc1ccc(-c2nc(CSCC(=O)NCCCN3CCCC3=O)c(C)o2)cc1	-10	15	10	-5	1	0.94	4	-4	6
O=C1CCCc2nn(-c3ccccc3)c(-c3ccncc3)c21	20	5	13	-8	1	0.93	4	-3	7
COc1ccc(C(=O)NCCCn2ccnc2)cc1	-26	2	7	-5	-3	0.97	-27	-1	3
Cc1cc(NC(=O)CSc2nnc(-c3ccccc3)o2)no1	0	10	3	-8	0	0.99	6	-4	1
O=C(Cn1ncc(Cl)c(Cl)c1=O)N1CCOCC1	10	-5	22	0	-6	1.1	-9	3	-9
O=C(CN1CCOCC1)Nc1nc(-c2ccccc2Cl)cs1	11	30	11	-1	4	0.96	8	0	4

The results go on.
SMILES	hIAP block	tim10-1 inh	NLRP3 yeast inh	A3G deaminase	MIN6 prolif	mIAP act	TIM10 inh	APOBEC3A inh	mIAP inh
O=C(NNC(=O)C1CCN(S(=O)(=O)c2ccc(Cl)cc2)CC1)c1ccccc1	8	12	-7	-7	0	1	4	-7	-1
O=C(CSc1ccc2ccccc2n1)NCCCN1CCCC1=O	4	2	20	-4	-1	1.1	-9	1	-7
CCCc1nnc(NC(=O)c2c(O)c3cccc4c3n(c2=O)CC4)s1	0	-26	7	-5	-3	1	-22	3	-2
COC(=O)c1cc(S(=O)(=O)NCCN2CCOCC2)cn1C	18	17	-7	-6	0	0.91	6	-6	9
CCN(CC)C(=O)c1sc(NC(=O)c2ccc(OC)c([N+](=O)[O-])c2)c(C#N)c1C	-12	22	-4	-9	0	0.97	-10	-4	3
COc1ccc(NC(=O)CCl)cn1	6	-7	1	2	-3	0.94	14	6	6
Cc1ccc(C(=O)NC(=S)Nc2cccc3nsnc23)cc1	21	-11	25	-5	-3	0.82	3	-6	18
Cc1nn(C)cc1S(=O)(=O)Nc1ccc2c(c1)OCCO2	16	-1	1	-3	-3	1	-4	1	-4
Nc1nnc(SCCCC(=O)c2ccccc2)s1	-1	8	9	0	-2	1.1	5	2	-8
CCN1CCCC1CNC(=O)Cn1nc(C)n2c(cc3cc(F)ccc32)c1=O (stereo not given)	-10	-7	11	-5	-2	0.96	0	-2	4
COc1cccc(NC(=O)CN(C)C(=O)/C=C/c2cn(Cc3ccccc3)nc2-c2cccnc2)c1	14	-29	15	-4	-2	0.91	-36	-2	9
Cc1nc(-c2ccc(F)cc2)c(CC(=O)Nc2cccc(S(=O)(=O)N3CCOCC3)c2)s1	-4	2	13	-8	1	1.2	10	-1	-22
CC(C)Cc1nc(SCC(=O)NCC2CCCO2)c2c(=O)n(C)c(=O)n(C)c2n1 (stereo not given)	-8	-14	-1	-2	-1	0.98	2	0	2
CC(C)c1nnc(SCC(=O)NC(C)(C)C)n1C	-19	2	16	0	0	1.1	-9	2	-6
CCOC(=O)c1cc(-c2ccccc2)sc1NC(=O)C(C)C	-7	-35	-8	-8	1	1.1	-36	-5	-5

2 entries picked at random from those above, as already listed:
SMILES	hIAP block	tim10-1 inh	NLRP3 yeast inh	A3G deaminase	MIN6 prolif	mIAP act	TIM10 inh	APOBEC3A inh	mIAP inh
Cc1nc(-c2ccc(F)cc2)c(CC(=O)Nc2cccc(S(=O)(=O)N3CCOCC3)c2)s1	-4	2	13	-8	1	1.2	10	-1	-22
Cc1nn(C)cc1S(=O)(=O)Nc1ccc2c(c1)OCCO2	16	-1	1	-3	-3	1	-4	1	-4

New compounds follow.
SMILES	hIAP block	tim10-1 inh	NLRP3 yeast inh	A3G deaminase	MIN6 prolif	mIAP act	TIM10 inh	APOBEC3A inh	mIAP inh
O=C(CSc1ncccn1)N1CCCc2ccccc21	-15	-7	3	-6	-1	1	-6	-4	-5
CC(C)(C)n1ncc2c(=O)n(CC(=O)N3CCCC3)cnc21	-6	-4	-5	-11	-1	1.1	-1	-1	-11
Cc1nc2sccn2c(=O)c1Br	0	-7	-5	-5	-2	1.2	-15	-5	-16
CCn1c(SCC(=O)Nc2ccccc2Br)nnc1-c1cnccn1	2	-1	13	-3	3	0.98	-1	-2	2
COc1cc2oc(-c3ccc(O)cc3)cc(=O)c2c(OC)c1O	9	-8	13	-5	-1	0.99	1	-1	1
COCCN1C(=O)/C(=C/c2cc3c(cc2Br)OCO3)NC1=S	8	27	7	0	1	0.95	0	-2	5
O=C(NC(=O)N1CCCc2ccccc21)c1ccccc1	-13	11	3	31	-2	1	8	-2	-1
Cc1cc(NC(=O)CSc2nc3c(c(=O)n2-c2ccc(Br)cc2)SCC3)no1	8	22	9	-5	-4	0.89	19	-3	11
CCCCC(CC)CNC(=O)C1CCCN(S(=O)(=O)c2cnc[nH]2)C1 (stereo not given)	4	-7	1	-2	-4	0.97	11	1	3
C=CC[C@@H](CC(=O)N[C@@H](CO)Cc1ccccc1)C(=O)N[C@H](COC(=O)[C@@H](CC=C)CC(=O)OC(C)(C)C)Cc1ccccc1	4	7	8	-3	-4	0.96	2	-4	4
COc1ccc(NC(=O)CN(c2ccc(C(C)C)cc2)S(=O)(=O)c2c(C)noc2C)cc1OC	4	-26	-1	-2	3	1.6	-3	1	-60
O=C(OCC(CO)OC(CO)n1ccc(=O)[nH]c1=O)c1ccccc1 (stereo not given)	4	12	0	-6	-1	0.98	9	-3	2
O=C(CSc1nc2cc(Cl)ccc2o1)c1cccs1	0	35	16	-4	-1	0.89	28	0	11
CCc1c(C)sc(NC(=O)c2cccs2)c1C#N	-11	18	32	-3	0	0.95	23	-5	5
Cc1cc(C2=NNC(=NC3CC3)SC2)c(C)n1-c1c(C)n(C)n(-c2ccccc2)c1=O	2	24	-2	-8	-1	1	-5	-3	-1

Continuation:
SMILES	hIAP block	tim10-1 inh	NLRP3 yeast inh	A3G deaminase	MIN6 prolif	mIAP act	TIM10 inh	APOBEC3A inh	mIAP inh
O=C(CCN1C(=O)c2ccccc2C1=O)N1CCC(c2ccccc2)C1 (stereo not given)	-24	22	13	0	-5	1	4	1	-2
COC(=O)c1cc(S(=O)(=O)NCC2CCN(Cc3cc(C)ccc3C)CC2)c[nH]1	23	-3	7	-6	7	0.97	1	-4	3
CCOC(=O)COc1cccc2c(=O)n(CC(=O)NCc3ccc(F)cc3)ccc12	-7	9	17	8	-2	1	2	-3	-5
O=C(Cc1ccc(Br)cc1)NCCN1CCOCC1	5	2	5	-9	-3	0.92	-5	-3	8
CS(=O)(=O)N(Cc1ccccc1)c1ccccc1C(=O)O	-11	8	13	-4	-4	1	-3	-5	-3
C=CC[C@@H](CC(=O)NCCO)C(=O)N[C@@H](COC(=O)[C@@H](CC=C)Cc1ccc(F)cc1)Cc1ccccc1	-10	10	0	-1	-2	1.1	1	-3	-7
CCC1=NN(C(=O)c2ccc(Br)cc2)C(O)(c2ccc(C)cc2)C1 (stereo not given)	-2	36	43	-6	0	0.88	14	1	12
CCOC(=O)c1nn(-c2ccccc2C)c2nc(-c3ccc(Cl)cc3)c(C#N)c(=O)n12	-3	31	14	-5	-2	1	11	-2	-4
O=C(/C=C/c1ccccc1)NCCN1CCOCC1	9	10	-2	-9	1	0.93	3	-3	8
Cc1ccc(NC(=O)CN2C(=O)C3C4C=CC(C4)C3C2=O)cc1 (stereo not given)	0	22	-1	-5	0	0.93	0	3	7
Cc1ccc(CNC(=O)CS(=O)Cc2nc(-c3cccs3)oc2C)cc1 (stereo not given)	13	22	13	0	2	0.94	6	1	6
Cc1ccc(S(=O)(=O)N2CCN(Cc3ccco3)CC2)c(C)c1	-16	12	16	-3	-1	1	4	0	-2
O=C(c1ccccc1)N1CCCC(C(=O)N2CCCCC2)C1 (stereo not given)	-10	9	13	-4	-3	0.98	10	-3	2
COC(=O)c1cc(C(=O)c2ccc(Cl)cc2)n2c(=O)/c(=C\N(C)C)sc12	18	14	12	-6	0	0.89	22	2	11
O=C(Nc1ccc(Br)cc1F)C1CCCN(S(=O)(=O)c2cnc[nH]2)C1 (stereo not given)	-9	-11	-6	0	0	1	10	2	-2

Following part
SMILES	hIAP block	tim10-1 inh	NLRP3 yeast inh	A3G deaminase	MIN6 prolif	mIAP act	TIM10 inh	APOBEC3A inh	mIAP inh
O=C(CCc1nnc(Cc2ccc(-c3ccccc3)cc2)o1)NCC1CC1	7	16	12	-8	0	1	19	1	-2
CC(C(=O)Nc1ccncc1)(c1ccccc1)c1ccccc1	6	14	-5	-7	0	0.96	26	0	4
Cc1cccc(C)c1NC(=O)CS(=O)CC(=O)Nc1ccc(N2CCOCC2)cc1 (stereo not given)	2	-2	7	-10	-3	0.99	-14	-7	1
CCOc1ccc(NC(=O)CN(C)C(=O)CCCOc2ccc(Br)cc2)cc1OCC	-2	-1	26	-10	4	1.1	10	1	-6
Cc1csc(NC(=O)CSc2nc3ccccc3c3c2CCCC3)n1	7	27	10	-5	-5	0.87	19	-2	13
Cc1ccc(CN2C(=O)C(=O)c3cc(C)ccc32)cc1	-1	16	26	-9	-6	0.99	25	-3	1
O=C(CNC(=O)c1cccs1)OCC(=O)c1ccc(Cl)cc1	-1	-3	0	-3	0	1	3	-1	0
CCNC(=S)N/N=C/c1sccc1C	-3	-2	24	9	-1	0.86	27	0	14
CC(C)(CNCC(O)c1ccccc1)N1CCOCC1 (stereo not given)	9	0	1	-6	1	1.1	-2	-8	-13
COc1cc(C(=S)N2CCOCC2)ccc1OC(=O)/C=C/c1ccco1	-10	-9	-9	0	-4	1.1	-18	-2	-8
Cc1cccc(N2CCN(C(=O)C34CC5CC(CC(C5)C3)C4)CC2)c1C	-9	28	11	1	-4	0.95	31	9	5
Cc1cc(C)nc(SCC2COc3ccccc3O2)n1 (stereo not given)	-10	1	34	-3	-2	0.96	9	-2	4
CC(=O)Nc1cccc(O)c1	7	-14	3	-5	-3	1	3	-2	-4
O=C(Nc1ccccc1C1CC1)c1cccs1	13	6	-8	0	-5	0.98	1	5	2
O=C(CSc1nnc2ccccn12)NC(=O)c1ccccc1	-9	-11	10	-6	2	1.1	17	-3	-10
O=C(Nc1ccc2c(c1)OCO2)C1CCN(S(=O)(=O)Cc2ccccc2)CC1	3	25	1	-8	-1	1.1	16	-10	-7
Cc1c(-c2ccccc2)nc2ccccc2c1C(=O)NCc1cccs1	4	18	6	-6	1	0.9	23	-3	10
